TTR transcr act: activators of transthyretin transcription | SH-SY5Y TTR promoter Gaussia luciferase, luminescence; 100% = recombinant luciferase protein wells | activation, % at 16.7 µM | actives 1.3% (n = 92,000) | AID 1117267;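 active means activation above the mean of all tested compounds plus 3 SD, cut at about 9.5% in these data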;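 further: cells exposed to compounds for one day before reading; 0% = median of all test compound wells on the plate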
The depositor's hits bear a star. An excerpt (hit frequency here may not be typical).

SMILES,TTR transcr act
CS(=O)(=O)N1CCC(C(=O)c2cccc(Cl)c2)CC1,0.9
CC(C)(C)NC(=O)Cn1c(SCC(=O)NC2CC2)nc2ccccc21,0.5
CC1CCCCC12NC(=O)N(CC(=O)N1CCN(C(=O)c3cccs3)CC1)C2=O (stereo unspecified),1.0
COc1cccc(C(=O)NNS(=O)(=O)c2ccc(F)cc2)c1,-1.7
CCCCC(c1nnnn1CC1CCCO1)N1CCN(c2cc(Cl)ccc2C)CC1 (stereo unspecified),0.8
CCn1nnnc1SCC(=O)NCc1ccco1,1.3
O=C(CN1C(=O)CSc2ccc(S(=O)(=O)N3CCCCCC3)cc21)NCCc1ccccc1,-0.7
Cc1ccc(C(C(=O)NC2CCCC2)N(C(=O)CNC(=O)c2cccs2)c2cccnc2)o1 (stereo unspecified),-0.1

SMILES,TTR transcr act
Cc1nc2ccc(NC(=O)CSc3ccccc3)cc2s1,-0.7
Cc1ccc(NC(=O)c2cc([N+](=O)[O-])ccc2N2CCCC2)cc1,0.0
C=CCNC(=O)c1ccc(C2SCC(=O)N2Cc2ccco2)cc1 (stereo unspecified),-2.3
COc1ccc(NC(=O)CN(c2ccccc2OC)S(=O)(=O)c2cccs2)cc1Cl,0.2
OCC[C@@H]1C[C@H](O)[C@@H](O)[C@]2(OCCc3cc(C(F)(F)F)ccc32)O1,2.6
O=C(Nc1cccc(-n2cnnn2)c1)c1ccc(C(F)(F)F)cc1,-0.1
Cc1ccc(C(=O)Nc2cccnc2Oc2ccc(Cl)cc2)cc1,1.2
O=C(NCc1cccs1)c1cc(S(=O)(=O)N2CCCCC2)ccc1Cl,0.4

SMILES,TTR transcr act
COc1ccc(C(=O)OCC(=O)NC2CCCC2)c(OC)c1OC,-0.1
N#Cc1cccc(Cn2nnc(-c3ccccc3)n2)c1,0.0
O=C1c2ccccc2CCc2ccccc21,-0.9
Nc1c2nc(-c3ccccc3)[nH]c(=O)c2nc(=O)n1-c1ccccc1,-1.6
COc1ccccc1C(=O)NNC(=S)Nc1ccccc1,2.4
Cc1ccc(SCC(=O)c2c(C)nc3ccccn23)cc1,-3.7
N/C(=N\OC(=O)c1cccc2ccccc12)c1cccnc1,-1.0
CCOc1ccc2nc(S(=O)(=O)NC(=O)C3(C)CCN3C(=O)CCc3cccs3)sc2c1 (stereo unspecified),4.4

SMILES,TTR transcr act
O=C(NCc1ccccc1Cl)c1cc2ccccc2oc1=O,-1.2
COc1ccc(C(CNC(=O)CN(C)S(=O)(=O)c2ccc(C)cc2)N2CCCC2)cc1 (stereo unspecified),-1.0
C/C(=N\NC(=O)COc1ccccc1-c1ccccc1)c1cccnc1,-0.2
Cc1coc2c(C)c3oc(=O)c4c(c3cc12)CCCC4,11.7*
Cc1ccccc1OCCC(=O)Nc1ccc(S(=O)(=O)N(C)C2CCN(C)CC2)cc1,-1.2
O=C(NCCS(=O)(=O)N1CCN(c2ccccc2F)CC1)c1ccc(F)c(F)c1,-1.3
COCC(=O)NC1CCN(CC(=O)Nc2ccccc2[N+](=O)[O-])CC1,1.0
O=C(Nc1cccc2ccccc12)c1ccc([N+](=O)[O-])s1,-0.7

SMILES,TTR transcr act
COc1ccc(N2CCN(C(=O)CCc3ccc(S(=O)(=O)NC(C)(C)C)cc3)CC2)cc1,1.6
CC(=O)Nc1sc(C)c(C)c1C(=O)OC1CCOC1=O (stereo unspecified),2.4
C[C@H](CO)N1C[C@H](C)[C@@H](CN(C)C(=O)Nc2ccccc2F)Oc2cc(Br)ccc2S1(=O)=O,2.2
COC(=O)c1ccc(OC(=O)c2ccccn2)cc1,-0.4
C/C(=N\NC(=O)c1ccc(OC2OCCOC2Oc2ccc(C(=O)N/N=C(\C)c3ccncc3)cc2)cc1)c1ccncc1 (stereo unspecified),0.3
C/C=C/c1ccc2c(c1)O[C@H](CN(C)CC1CCOCC1)[C@@H](C)CN([C@H](C)CO)S2(=O)=O,0.3
CC(C)=C(NC(=O)c1ccccc1)C(=O)NC(Cc1ccccc1)C(=O)O (stereo unspecified),0.9
CCCn1nc(C(=O)OCn2nnc3ccccc3c2=O)c2ccccc2c1=O,-1.8

SMILES,TTR transcr act
Cc1ccc(N(C)S(=O)(=O)c2cccc(C(=O)Oc3ccc4c(C)cc(=O)oc4c3)c2)cc1,0.8
N/C(=N\OC(=O)C1CCCCC1)c1ccccn1,-0.3
O=C(C=Cc1ccccc1O)c1ccccc1O,-1.4
COC(=O)CC(CP(=O)(O)CN(C)C=O)C(=O)OC (stereo unspecified),3.8
Cc1ccc(C(=O)NC(=S)Nc2ccc3[nH]c(=O)[nH]c3c2)cc1,-1.1
COC(=O)c1cccc(Cn2ccc3ccc(-c4ccc5ccn(C(=O)c6ccccc6OC)c5c4)cc32)c1,2.6
O=C(COc1ccccc1)Nc1ccc2c(c1)C(=O)N(CC1CCCO1)C2=O (stereo unspecified),0.5
CCOC(=O)Cn1nc(C)n(-c2ccc(C(C)C)cc2)c1=O,-0.7

SMILES,TTR transcr act
Cc1cccc(C)c1NC(=O)CN1CCN(c2ccc(F)cc2)CC1,1.0
CCN1c2ccccc2NC2C1C(C(C)=O)C(=O)N2c1ccc(Cl)cc1 (stereo unspecified),-1.1
COCCNc1nc(NCC2CCCCC2)c2sc(-c3ccccc3)cc2n1,-0.9
Cc1[nH]c2ccccc2c1C(=O)CN1C(=O)C(=O)N(C2CCCC2)C1=O,-1.7
COc1ccc(C(=O)CSc2nnc(-c3cnccn3)n2Cc2ccco2)cc1,-2.1
COc1ccc(NC(=O)C[C@H]2C(=O)N(Cc3ccccc3)C[C@@H]2Cc2ccccc2)cc1,0.6
O=C(OC(C(=O)NCc1cccs1)c1ccccc1Cl)c1ccco1 (stereo unspecified),-1.7
CN1OC[C@@H]2CN(C(=O)C(C)(C)C)[C@H](c3cccc(N4CCOCC4)c3)C[C@@H]21,1.3

SMILES,TTR transcr act
COc1ccc(NS(=O)(=O)c2ccc(NC(=S)NC(=O)CC(C)C)cc2)cc1,-4.8
COC(=O)c1cc(-c2ccccc2)on1,-0.8
Cc1ccc(-c2nc(-c3nccc4ccccc34)oc2-c2ccccc2)cc1,1.8
CCCCN(CC)S(=O)(=O)c1ccc(C(=O)N=c2sc3cc(NC(C)=O)ccc3n2C)cc1,-1.5
CCn1c(C)nc2cc(C(=O)N=Nc3c(O)[nH]c4c(C)cc(C)cc34)ccc21,-1.7
CCOC(=O)c1c(C)c(C(=O)NCc2ccco2)c(C)n1C,1.0
Cc1ccc(NC(=O)/C=C/C(=O)O)c([N+](=O)[O-])c1,0.4
C=CCn1c(C)c(/C=C/c2cc[n+](C)cc2)c2ccccc21,-3.5

The closing 3 entries of the part above open the next one:
SMILES,TTR transcr act
CCOC(=O)c1c(C)c(C(=O)NCc2ccco2)c(C)n1C,1.0
Cc1ccc(NC(=O)/C=C/C(=O)O)c([N+](=O)[O-])c1,0.4
C=CCn1c(C)c(/C=C/c2cc[n+](C)cc2)c2ccccc21,-3.5
CN1c2ccccc2C(=O)/C(=C\Nc2ccc(F)cc2F)S1(=O)=O,2.2
CN(C(=O)CCn1c(=S)oc2ccccc21)c1ccc(F)cc1,-1.1
O=C1N(c2ccc(Cl)c(Cl)c2)CN(Cc2ccccc2)CN1n1cnnc1,-0.3
COc1cc(/C=C/c2ccc3cccc(OC)c3n2)c(O)c([N+](=O)[O-])c1,-3.4
O=C1CCN(Cc2ccc(O)cc2)CCN1[C@H](CO)Cc1ccccc1,-2.5
Cc1sc2ncnc(OCC(=O)NCC3CCCO3)c2c1C (stereo unspecified),2.0
COC(=O)c1c(O)ccc(Oc2ccccc2)c1C(=O)OC,5.5
CCc1cccc(OCC2Cn3c(nc4c3c(=O)n(C)c(=O)n4C)O2)c1 (stereo unspecified),-0.6

Quoted at random: 5 records from the list, in no set order.
SMILES,TTR transcr act
COc1ccccc1C(=O)NNC(=S)Nc1ccccc1,2.4
CCN1c2ccccc2NC2C1C(C(C)=O)C(=O)N2c1ccc(Cl)cc1 (stereo unspecified),-1.1
COC(=O)c1ccc(OC(=O)c2ccccn2)cc1,-0.4
COc1ccc(NC(=O)CN(c2ccccc2OC)S(=O)(=O)c2cccs2)cc1Cl,0.2
Cc1[nH]c2ccccc2c1C(=O)CN1C(=O)C(=O)N(C2CCCC2)C1=O,-1.7

Following part:
SMILES,TTR transcr act
CCN1C(=O)[C@H]2[C@H]3CN=C(SCc4ccc(C#N)cc4)N3[C@@](C)(C(=O)OC)[C@H]2C1=O,-1.1
Cc1ccccc1NC(=O)C(NS(=O)(=O)c1ccc2c(c1)c(=O)n(C)c(=O)n2C)c1ccccc1 (stereo unspecified),0.2
COC(=O)[C@]12C[C@H](CC(=O)N3CCOCC3)C(=O)N(Cc3ccc4c(c3)OCO4)C1=C[C@H](C(C)C)O[C@@H]2C1CC1,-1.4
COc1ccc(NC(=O)C2CCCO2)cc1Cl (stereo unspecified),5.2
Nc1ccc2oc(-c3ccccc3Cl)cc(=O)c2c1O,1.8
Cc1onc(-c2c(Cl)cccc2Cl)c1-c1nc2cc(Cl)ccc2c(=O)o1,-0.3
CCOC(=O)c1sc(C)c2c1NC(c1ccc(N(C)C)cc1)NC2=O (stereo unspecified),4.0
COc1cc2nc(CN3CCN(S(=O)(=O)c4ccccc4C(F)(F)F)CC3)[nH]c(=O)c2cc1OC,-2.1

SMILES,TTR transcr act
CC(C)c1ccc(NC2CCCN(C(=O)CCN3CCCCO3)C2)cc1 (stereo unspecified),-1.9
Cc1nnsc1C(=O)NNc1ccc(C(C)(C)C)cc1,-0.1
CCCOC(=O)C1[C@H]2C(=O)N(Cc3ccco3)C[C@]23C=C[C@H]1O3 (stereo partly specified),1.1
CC(C)(C)C(=O)Nc1ccc(-c2cnco2)cc1,6.2
CCCCCCCCN1C(=O)[C@H](CC(=O)N2CCC(c3ccccc3)CC2)C[C@@]2(C(=O)OC)CC(C)(C)CC=C12,0.7
CCCC[C@H](C(=O)N(CC)c1ccccc1)[C@@H](O)c1ccc(Cl)cc1,-0.2
O=C(NCCO)c1c(-c2ccc3c(c2)OCO3)noc1-c1ccsc1,-1.0
Fc1ccc(CSc2nc3ccccc3[nH]2)c2ccccc12,-5.1

SMILES,TTR transcr act
O=C(Cn1cnc2ccccc2c1=O)c1c[nH]c2ccccc12,-0.7
O=C(COC(=O)CNS(=O)(=O)c1ccc(F)c(F)c1F)NC1CCCC1,1.6
O=C(COC(=O)c1ccc(F)cc1)NC1CC1,0.1
COc1ccc2oc(C(=O)OCC(=O)NC3CC3)c(C)c2c1,1.1
CCOc1ccc(CC(=O)Nc2ccc(NC(=O)c3ccco3)cc2)cc1OCC,0.4
C=CCNCC(=O)Nc1sc2c(c1C(=O)Nc1ccc(OC)cc1OC)CCC2,1.8
COC(=O)Nc1nnc(/C=C/c2ccc(OC)cc2)s1,0.0
Cc1ccsc1C(=O)OCC(=O)NC1CCCCC1C (stereo unspecified),6.3

SMILES,TTR transcr act
CCn1cc(C(=O)O)c(=O)c2cc(S(=O)(=O)N(C)C)ccc21,-2.1
CCCOc1ccc(C2/C(=C(/O)c3ccccc3)C(=O)C(=O)N2CCCN(C)C)cc1OC (stereo unspecified),2.3
O=C(C1CCN(c2ncnc3c2sc2cccc(F)c23)CC1)N1CCOCC1,-1.6
Cn1c2ccccc2c(=O)c2c(=O)n(-c3ccc(F)cc3)c(-c3cccs3)nc21,-1.1
CC(=O)Nc1ccc(/C=C(\C#N)C(=O)NC2CCCCC2)cc1,-0.6
Cn1c(CCNC(=O)C2CCCCC2)nc2cc([N+](=O)[O-])ccc21,0.6
O=C(Nc1nc2ccccc2n1CCN1CCOCC1)c1ccc(Cn2cc([N+](=O)[O-])cn2)o1,-0.5
N/C(=N\OC(=O)c1ccccc1[N+](=O)[O-])c1cccnc1,-3.9

SMILES,TTR transcr act
COc1ccccc1N=Nc1c(C)[nH]n(-c2ccccc2)c1=O,-0.6
Cc1occc1C(=O)Nc1sccc1C(N)=O,1.1
Cn1c(CCCOc2ccc(Cl)cc2Cl)nnc1SCC(=O)Nc1nccs1,-1.0
Cc1ccc(C(=O)Nc2nnc(CC(=O)N/N=C/c3ccc(O)c(O)c3)s2)cc1,1.3
COc1ccc(NC(=O)CN(C)CC(=O)Nc2cccc(S(=O)(=O)N(C)c3ccccc3)c2)cc1,-0.7
CN1CCN(CCC(=O)Nc2ccccc2Cl)CC1,1.5
Cc1ccc(C(CCN(Cc2ccccc2)C(=O)c2ccco2)c2ccco2)cc1 (stereo unspecified),-1.4
COc1ccc(C=O)cc1Cn1ccnc1,-0.2

SMILES,TTR transcr act
Nc1c(C(=O)NCc2cccs2)nnn1CC(=O)Nc1cccc(Cl)c1,1.5
O=C(O)Cc1ccc(NC(=S)Nc2ccc(Br)cc2Cl)cc1,-0.8
O=C1N/C(=N/O)S/C1=C/c1cccnc1,4.4
Cc1ccccc1-c1cc(C(=O)NCc2cccc(Br)c2)nn1CC1CC(c2cccc([N+](=O)[O-])c2)=NO1 (stereo unspecified),-0.5
CCCCOCCCNC(=O)C[C@H]1C[C@@]2(C(=O)OC)C(=C[C@H](COCc3ccccc3)O[C@@H]2C)N(Cc2ccc(Cl)cc2Cl)C1=O,-0.3
COc1ccc(Cc2c(-c3ccc(Cl)cc3)nc3c(C)cc(Br)cn23)c(C)c1,0.7
COC(=O)N/N=C/c1cn(Cc2ccccc2F)c2ccccc12,-2.6
COC(=O)C(C(=O)OC)C(CC(=O)c1ccc(Br)cc1)c1ccccc1 (stereo unspecified),1.2
CC(C)(C)S(=O)(=O)c1ccsc1C(=O)O,-0.1
COCCCn1c(=O)c2sccc2n(Cc2cc(C(=O)OC)ccc2OC)c1=O,-0.8
COC(=O)[C@]1(Cc2ccccc2)N[C@H](CN(C)C(=O)c2ccc(C(C)(C)C)cc2)[C@@H]2C(=O)N(Cc3ccccc3)C(=O)[C@@H]21,1.0

Screening data (PubChem BioAssay)
